Compound activity deposited in PubChem BioAssay by National Center for Advancing Translational Sciences (NCATS).
Sm TGR inh = S. mansoni TGR enzyme inhibition | Q962Y6 | purified TGR, DTNB reduction, TNB absorbance 405 nm | Potency, µM (highest dose often 114 µM), for the others: top-dose activity change, negative = inhibition, hits mostly inhibitors | 3% of 360,000 active | AID 485364; also: potency is read from the fitted curve at half-maximal effect; nearly all actives have a fitted effect of over 60% in size
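First, TGR (20 nM dispensed) and NADPH were mixed with compound. Second, a 15 min room-temperature incubation followed. Third, further NADPH and then DTNB were added to start the reaction. Finally, TNB absorbance was monitored kinetically.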
HCMV inh = blocks human cytomegalovirus replication. HFF cells, HCMV-luciferase reporter, 72 h; hits give low values. activity change, negative = inhibition, % at 57.5 µM. 4.5% of 410,000 active. AID 1259415; in the data active = activity change below about -60%; inconclusive = no clear call, values can overlap the other calls; inactive = above about -39%
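Human foreskin fibroblasts infected with luciferase-reporter HCMV at MOI 1 PFU/cell, compounds at two doses. Luciferase measured 72 h post infection; normalized to buffer-only basal and Salinomycin (10uM) controls.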
AMA1-RON2 inh = disrupts binding of P. falciparum AMA1 to RON2; Potency, µM (highest dose often 58.2 µM), for inactives: at the highest dose activity change, negative = inhibition, hits mostly inhibitors; 0.2% of 360,000 active; AlphaScreen AMA1-biotinylated RON2 peptide binding;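 also: potency is read from the fitted curve at half-maximal effect; 0% = vehicle wells and -100% = peptide control; nearly all actives have a fitted effect of over 45% in size; some results filed as inactive show a strong effect at the top dose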
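AMA1 (3D7) with his tag at 25 nM final met compounds first, then biotinylated RON2 peptide at 25 nM; detection used donor plus acceptor beads, 10 µg/mL apiece, read by AlphaScreen after 30 min at room temperature.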
FBPA Giardia inh = blocks Giardia fructose-bisphosphate aldolase activity; purified Giardia FBPA; 0.71% of 290,000 active; Potency, µM (doses to about 59.6 µM), inactives show at the highest dose activity, negative = inhibition, most hits filed as inhibitors; also: potency is read from the fitted curve at half-maximal effect; nearly all actives have a fitted effect of over 55% in size
Target sequence (A8B2U2 whole entry, looked up): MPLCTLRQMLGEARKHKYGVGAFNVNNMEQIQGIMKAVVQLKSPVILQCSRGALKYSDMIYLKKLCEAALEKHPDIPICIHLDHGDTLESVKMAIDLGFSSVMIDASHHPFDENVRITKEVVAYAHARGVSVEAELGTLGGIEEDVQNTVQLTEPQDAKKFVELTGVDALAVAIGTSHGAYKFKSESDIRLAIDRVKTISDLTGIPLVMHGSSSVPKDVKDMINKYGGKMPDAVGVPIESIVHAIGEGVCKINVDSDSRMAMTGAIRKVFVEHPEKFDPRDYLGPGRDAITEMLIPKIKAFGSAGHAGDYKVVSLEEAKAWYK
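40 nM FBPA preincubated 10 min at RT with compound (up to 57.5 uM final), then substrate plus GAPDH/TPI/NAD/arsenate coupling and diaphorase/resazurin added. Fluorescence read after 20 min at RT, 525/598 nm.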
AmpC inh no detg = AmpC beta-lactamase inhibition without detergent; AmpC nitrocefin hydrolysis, absorbance 480 nm, 0.0001% Triton; 0.52% of 330,000 active; Potency, µM (series often up to 57.1 µM), for the others: at the highest dose activity change, negative = inhibition, hits mostly inhibitors;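 also: potency is read from the fitted curve at half-maximal effect; plate controls were no compound for no effect and no enzyme for full effect; nearly all actives have a fitted effect of over 20% in size; some results filed as inactive show a strong effect at the top dose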
Target sequence (P00811 whole entry, looked up): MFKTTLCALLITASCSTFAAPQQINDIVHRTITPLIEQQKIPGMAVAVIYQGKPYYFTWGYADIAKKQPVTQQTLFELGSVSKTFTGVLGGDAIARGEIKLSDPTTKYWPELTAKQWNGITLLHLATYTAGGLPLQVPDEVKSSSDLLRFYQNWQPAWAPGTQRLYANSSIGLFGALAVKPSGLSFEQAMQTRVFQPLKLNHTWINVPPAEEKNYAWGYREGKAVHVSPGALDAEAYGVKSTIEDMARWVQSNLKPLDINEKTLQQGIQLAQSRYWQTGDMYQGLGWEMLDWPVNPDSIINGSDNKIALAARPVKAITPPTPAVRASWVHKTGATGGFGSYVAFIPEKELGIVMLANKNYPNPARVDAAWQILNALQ
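AmpC (5.3 nM in the dispensed reagent) in 20 mM phosphate pH 7.0 with 0.01% (detergent screen) or 0.0001% Triton X-100 was preincubated with compounds for 15 min at room temperature. Nitrocefin was then added from an 800 uM solution, and hydrolysis was followed at 480 nm.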
AmpC detergent = blocks E. coli AmpC beta-lactamase in detergent assay. AmpC hydrolysis of nitrocefin, absorbance 480 nm, 0.01% Triton. Potency, µM (top dose mostly 114 µM), inactives show at the highest dose activity change, negative = inhibition, usual class: inhibitors. 0.041% of 370,000 active. AID 485294;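 also: potency is read from the fitted curve at half-maximal effect; 0% = no-compound wells and -100% = no-enzyme wells; nearly all actives have a fitted effect of over 25% in size; some results filed as inactive show a strong effect at the top dose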
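20 mM phosphate pH 7.0 + 0.01% (detergent screen) or 0.0001% Triton X-100; 5.3 nM AmpC reagent; cpd preinc 15 min RT; nitrocefin (800 uM stock) to start; A480 q20 s × 4 min; Activity was normalised to no-enzyme and no-compound control wells.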
The depositor's hits bear a star; [ ] = dose if it differs, or a comment. Unless noted, calls follow the shape of the dose curve; as a rule, active = well fitted curve in the direction sought with a large enough effect; inconclusive = small, poorly fitted or top-dose-only effect, or another doubt; inactive = no such curve, though single readings can be large; an effect the other way counts as inactive or inconclusive. Unless noted, % is scaled to controls: 0 for no effect and ±100 for the full control effect.

Screening Cn1cc(C(=O)NS(=O)(=O)Nc2ccc(Br)cc2)c2ccccc21 returned Sm TGR inh -0.3%, HCMV inh 25.2, AMA1-RON2 inh -3.3%, AmpC inh no detg -20.7% and AmpC detergent 2.1%.
`CCCOc1ccc(-c2nnc(-c3ccco3)o2)cc1` gave Sm TGR inh 11.6%, HCMV inh 12.3, AMA1-RON2 inh -16.5%, FBPA Giardia inh 12.4%, AmpC inh no detg 0.4% and AmpC detergent -0.3%.
Screening Cn1c(=O)c2c(ncn2CC(=O)N/N=C/c2ccco2)n(C)c1=O returned Sm TGR inh -21.5%, HCMV inh -34.7, AMA1-RON2 inh -4.5%, FBPA Giardia inh -2.7%, AmpC inh no detg -3.8% and AmpC detergent -2.4%.
Screening NC(=S)N/N=C/c1ccc(-c2ccc([N+](=O)[O-])cc2)o1 returned Sm TGR inh 28.2µM*, HCMV inh 21.6, AMA1-RON2 inh 62.3%[activator], FBPA Giardia inh inconclusive, AmpC inh no detg -19.7%[11.4 µM] and AmpC detergent inconclusive.
`CCN(CC)CCCOc1nc(C)nc2c1oc1ccccc12` gave Sm TGR inh 0.5%, HCMV inh 9.0, AMA1-RON2 inh 1.4%, FBPA Giardia inh 1.1%, AmpC inh no detg -7.5% and AmpC detergent inconclusive.
Cc1cccc(C(=O)NNC(=O)CCn2nnc3ccccc32)c1 was read as Sm TGR inh 7.7%, HCMV inh -28.7, AMA1-RON2 inh 8.1%, FBPA Giardia inh 7.8%, AmpC inh no detg -14.9% and AmpC detergent 1.7%.
For Cc1ccc(Nc2nc(CSc3nnc(-c4ccncc4)n3-c3ccccc3C)cs2)cc1 the results were Sm TGR inh -15.6%, HCMV inh -86.5*, AMA1-RON2 inh -18.4%, FBPA Giardia inh 5.1%, AmpC inh no detg 51.3% and AmpC detergent inconclusive.
Screening CN(C(=O)CSc1nnc(-c2cccs2)n1N)c1ccccc1 returned HCMV inh -5.5, AMA1-RON2 inh -3.1% and AmpC inh no detg -15.2%.
For COc1ccc(OC)c(NC(=O)c2c(NCc3cccs3)sc3c2CCCC3)c1 the results were Sm TGR inh -23.2%, HCMV inh 58.2 and AmpC detergent -5.5%.
For C#CCOc1ccc(CNC[C@H]2O[C@@H](n3cnc4c(N)ncnc43)[C@H](O)[C@@H]2O)cc1 the results were HCMV inh -24.6, AMA1-RON2 inh -1.4% and AmpC inh no detg -14.8%.
For CCOC(=O)C1CCCN(CC(O)COCc2ccc3c(c2)OCO3)C1 (stereo unspecified) the results were Sm TGR inh -6.0%, HCMV inh -26.8, AMA1-RON2 inh -36.1%, FBPA Giardia inh inconclusive, AmpC inh no detg -3.8% and AmpC detergent 2.4%.
Screening CCc1ccc(C2CC(c3ccccc3C)n3nc(N)nc3N2)cc1 (stereo unspecified) returned Sm TGR inh -5.7%, HCMV inh -6.6, AMA1-RON2 inh -7.9%, FBPA Giardia inh 6.8%, AmpC inh no detg -25.7% and AmpC detergent -11.3%.
`O=S(=O)(NCc1ccc(Cl)cc1Cl)c1ccc(N2CCOCC2)nc1` gave Sm TGR inh -6.5%, HCMV inh 12.5, AMA1-RON2 inh -15.8%, FBPA Giardia inh 6.1%, AmpC inh no detg -15.6% and AmpC detergent -14.7%.
For Cc1nn(-c2ncc(C(F)(F)F)cc2Cl)c(=O)n1-c1cccc(Cl)c1 the results were Sm TGR inh -24.0%, HCMV inh -28.6, AMA1-RON2 inh 3.3%, FBPA Giardia inh 0.5%, AmpC inh no detg 0.0% and AmpC detergent inconclusive.
CC(CCOC1=NS(=O)(=O)c2ccccc21)NC(=O)C(=O)Nc1ccccc1 (stereo unspecified) was read as Sm TGR inh -1.2%, HCMV inh 15.7, AMA1-RON2 inh -1.6%, FBPA Giardia inh -0.1%, AmpC inh no detg -33.6% and AmpC detergent 3.3%.

The last 3 compounds of the section before come first, to join the parts:
`O=S(=O)(NCc1ccc(Cl)cc1Cl)c1ccc(N2CCOCC2)nc1` gave Sm TGR inh -6.5%, HCMV inh 12.5, AMA1-RON2 inh -15.8%, FBPA Giardia inh 6.1%, AmpC inh no detg -15.6% and AmpC detergent -14.7%.
For Cc1nn(-c2ncc(C(F)(F)F)cc2Cl)c(=O)n1-c1cccc(Cl)c1 the results were Sm TGR inh -24.0%, HCMV inh -28.6, AMA1-RON2 inh 3.3%, FBPA Giardia inh 0.5%, AmpC inh no detg 0.0% and AmpC detergent inconclusive.
CC(CCOC1=NS(=O)(=O)c2ccccc21)NC(=O)C(=O)Nc1ccccc1 (stereo unspecified) was read as Sm TGR inh -1.2%, HCMV inh 15.7, AMA1-RON2 inh -1.6%, FBPA Giardia inh -0.1%, AmpC inh no detg -33.6% and AmpC detergent 3.3%.
`COc1ccccc1NC(=S)N(Cc1cccs1)C1CCCC1` gave Sm TGR inh 4.0%, HCMV inh inconclusive, AMA1-RON2 inh -5.9%, FBPA Giardia inh 2.0%, AmpC inh no detg -32.2% and AmpC detergent 3.2%.
COc1ccc(NC(=O)C2CCCN2c2nn3c(=O)cc(C)nc3s2)cc1 (stereo unspecified) was read as Sm TGR inh -23.8%, HCMV inh -4.5, AMA1-RON2 inh 10.7%, FBPA Giardia inh -23.5%, AmpC inh no detg -23.7% and AmpC detergent inconclusive.
Screening CCO[C@@H]1OC(C(=O)NCc2nc3ccccc3[nH]2)=C[C@H](C2CCCCC2)[C@H]1CCCO returned Sm TGR inh 5.0%, HCMV inh 1.1, AMA1-RON2 inh 2.9%, FBPA Giardia inh 7.1%, AmpC inh no detg 95.7%[activator] and AmpC detergent 2.5%.
Screening Cc1ccccc1Cn1nnc(C(=O)Nc2ccc3c(c2)OCCO3)c1N returned Sm TGR inh 5.2%, HCMV inh 1.8, AMA1-RON2 inh -10.2%, AmpC inh no detg -19.1% and AmpC detergent inconclusive.
Screening Cc1ccc(N(C)S(=O)(=O)c2ccc3[nH]cc(C(=O)NCCCN4CCOCC4)c(=O)c3c2)cc1C returned Sm TGR inh -17.6%, HCMV inh 0.0, AMA1-RON2 inh -2.8%, AmpC inh no detg 172.6%[activator] and AmpC detergent -1.1%.
For O=C(/C=C/c1ccccc1)Oc1ccc(C(=S)N2CCOCC2)cc1 the results were Sm TGR inh 5.4%, HCMV inh -9.5, AMA1-RON2 inh -15.7%, FBPA Giardia inh 0.9%, AmpC inh no detg -12.6% and AmpC detergent 2.5%.
`CN(C)CCCN(Cc1ccccc1)C(=S)Nc1cccc(C(F)(F)F)c1` gave Sm TGR inh 0.0%, HCMV inh -38.1, AMA1-RON2 inh 0.4%, FBPA Giardia inh -2.3%, AmpC inh no detg 40.6% and AmpC detergent -7.1%.
COc1ccc(OC)c(NC(=O)CCn2ccnc2)c1 was read as Sm TGR inh 0.3%, HCMV inh 0.7, AMA1-RON2 inh -10.1%, FBPA Giardia inh 12.8%, AmpC inh no detg 0.0% and AmpC detergent -0.6%.
`COc1c(Br)cc(Br)cc1/C=C1/C(=O)N=C(N)N1C` gave Sm TGR inh -7.2%, HCMV inh -10.9, AMA1-RON2 inh -7.6%, FBPA Giardia inh 2.9%, AmpC inh no detg -21.3% and AmpC detergent -8.9%.
`CCc1ccc(-c2cn(-c3nc(C)cc(C)n3)c(=N)o2)cc1` gave Sm TGR inh 0.1%, HCMV inh -100.6*, AMA1-RON2 inh 13.6%, FBPA Giardia inh 4.1%, AmpC inh no detg -19.9% and AmpC detergent 0.2%.
`CCCn1c2ccccc2c2cnn(CC(=O)N3CCCC(C(=O)OCC)C3)c(=O)c21` (stereo unspecified) gave Sm TGR inh 2.9%, HCMV inh inconclusive and AmpC detergent -4.4%.
Screening CCCn1c(NCc2ccc3c(c2)OCO3)nc2ccccc21 returned Sm TGR inh 89.1µM*, HCMV inh 61.6, AMA1-RON2 inh 7.0%, FBPA Giardia inh 4.7%, AmpC inh no detg -0.3% and AmpC detergent 3.6%.
Screening COc1ccc2oc(=N)c(C(=O)NCc3ccccc3)cc2c1 returned Sm TGR inh 1.4%, HCMV inh -15.8, AMA1-RON2 inh 2.4%, FBPA Giardia inh -0.5%, AmpC inh no detg -15.3% and AmpC detergent -2.6%.
`COc1cccc(C(=O)NCC(=O)OCc2cc(=O)n3ccsc3n2)c1` gave Sm TGR inh -12.5%, HCMV inh 8.2 and AmpC detergent -3.9%.
For CCN(CCCNC(=O)C1CCN(C(=O)c2cc3sccc3n2C)CC1)Cc1ccccc1 the results were Sm TGR inh 0.2%, HCMV inh inconclusive, AMA1-RON2 inh 15.9%, AmpC inh no detg 89.2%[activator] and AmpC detergent -0.3%.
`COC(=O)C1CN(C(=O)COc2ccc(C)c(C)c2)c2ccccc2O1` (stereo unspecified) gave Sm TGR inh 9.0%, HCMV inh -24.2, AMA1-RON2 inh 4.6%, FBPA Giardia inh -3.4%, AmpC inh no detg 17.0% and AmpC detergent -2.6%.
`CC1CCC2CCCCC2N1C(=O)c1cc([N+](=O)[O-])cc([N+](=O)[O-])c1` (stereo unspecified) gave Sm TGR inh -27.8%, HCMV inh 3.7, AMA1-RON2 inh -8.0%, FBPA Giardia inh 7.0%, AmpC inh no detg 51.1% and AmpC detergent -8.1%.
For O=[N+]([O-])c1ccc(N2CCCCC2)cn1 the results were Sm TGR inh 1.8%, HCMV inh 4.7, AMA1-RON2 inh -7.2%, FBPA Giardia inh -0.8%, AmpC inh no detg -14.4% and AmpC detergent -1.3%.
`O=C(O)CSc1nnc(-c2ccccc2O)n1Cc1ccccc1` gave Sm TGR inh 0.5%, HCMV inh -3.6, AMA1-RON2 inh 24.3%, FBPA Giardia inh 11.0%, AmpC inh no detg -9.8% and AmpC detergent -3.6%.
Nc1nc(CSc2nnc(-c3cccc(F)c3)n2-c2ccccc2)nc(N2CCOCC2)n1 was read as Sm TGR inh -7.2%, HCMV inh -10.6, AMA1-RON2 inh -1.1%, FBPA Giardia inh 0.9%, AmpC inh no detg -5.5% and AmpC detergent -14.6%.
For CCCN1CCN(CC(=O)NCC(=O)Nc2cccc(C)c2C)CC1 the results were Sm TGR inh -0.4%, HCMV inh -22.1, AMA1-RON2 inh -0.8%, AmpC inh no detg 108.2%[activator] and AmpC detergent inconclusive.
`O=[N+]([O-])c1ccc(C(O)C23CN4CN(CN(C4)C2)C3)cc1` (stereo unspecified) gave Sm TGR inh 4.0%, HCMV inh inconclusive, AMA1-RON2 inh -0.6%, FBPA Giardia inh 3.0%, AmpC inh no detg -3.2% and AmpC detergent 1.4%.
Screening O=C(NC12CC3CC(CC(C3)C1)C2)c1c(Cl)cccc1Cl returned Sm TGR inh 1.1%, HCMV inh -3.4, AMA1-RON2 inh -8.3%, FBPA Giardia inh -6.2%, AmpC inh no detg -0.8% and AmpC detergent inconclusive.
Screening CCN(C(=O)CN1CCN(c2cccc(C(F)(F)F)c2)CC1)c1c(N)n(Cc2ccccc2)c(=O)[nH]c1=O returned Sm TGR inh 15.9%, HCMV inh -18.3, AMA1-RON2 inh -1.4%, FBPA Giardia inh 0.6%, AmpC inh no detg 94.4%[activator] and AmpC detergent 2.1%.
